Assay outcomes: PubChem BioAssay, The Scripps Research Institute Molecular Screening Center
PAFAH1B2 FP inh: inhibitors of human PAFAH1B2 | 340,000 compounds, 1.2% hits | AID 492953 | recombinant PAFAH1B2, FP-rhodamine activity probe, fluorescence polarization | P68402 | inhibition, % at 3.39 µM;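 active means inhibition above the mean of all tested compounds plus 3 SD, cut at about 24% in these data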;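 further: 0% = enzyme with DMSO and 100% = wells lacking PAFAH1B2; many of its hits are not listed in these tables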
Target sequence (P68402 whole entry, looked up): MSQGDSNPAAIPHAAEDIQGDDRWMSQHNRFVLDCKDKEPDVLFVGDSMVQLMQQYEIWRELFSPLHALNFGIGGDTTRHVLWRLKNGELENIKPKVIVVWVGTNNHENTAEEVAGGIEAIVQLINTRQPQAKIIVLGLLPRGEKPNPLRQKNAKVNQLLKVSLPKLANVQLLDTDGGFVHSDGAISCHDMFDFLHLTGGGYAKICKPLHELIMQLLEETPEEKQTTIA
PME-1 primary: blocks human protein phosphatase methylesterase 1. Q9Y570. recombinant PME-1, FP-Rh probe fluorescence polarization. inhibition, % at 5.9 µM. 320,000 compounds, 0.53% hits. AID 2130;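 active means inhibition above the campaign mean of all compounds plus 3 SD, cut at about 26% in these data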;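 further: competitive labeling of PME-1 active site by serine hydrolase directed probe; 0% = PME-1 with DMSO and 100% = wells lacking PME-1 enzyme; inhibitors block probe labeling so polarization falls and inhibition rises; many of its hits are not listed in these tables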
PAFAH1B3 inh: PAFAH1B3 (human) inhibition. AID 492972. Q15102. 340,000 compounds, 0.28% hits. recombinant PAFAH1B3, FP-rhodamine probe, fluorescence polarization. inhibition, % at 3.39 µM;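 active means inhibition above the screen-wide average of all tested compounds plus 3 SD, cut at about 25% in these data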;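 further: 0% = enzyme with DMSO only and 100% = wells lacking PAFAH1B3 protein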
Target sequence (Q15102 whole entry, looked up): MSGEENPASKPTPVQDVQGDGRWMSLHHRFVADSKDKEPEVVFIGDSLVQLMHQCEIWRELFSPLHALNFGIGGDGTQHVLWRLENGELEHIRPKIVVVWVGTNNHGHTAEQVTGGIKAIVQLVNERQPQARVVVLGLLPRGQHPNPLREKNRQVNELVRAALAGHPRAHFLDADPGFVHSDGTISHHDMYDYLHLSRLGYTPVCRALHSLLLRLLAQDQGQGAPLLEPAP
GSTO1 counter: blocks human GSTO1 in RBBP9 counter-screen. recombinant GSTO1, activity-based probe fluorescence polarization. AID 1974. 300,000 compounds, 1.1% hits. inhibition, % at 5.96 µM. P78417;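 active means inhibition above the campaign mean inhibition plus 3 SD, cut at about 35% in these data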;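 further: 0% = GSTO1-1 with DMSO and 100% = wells lacking GSTO1-1 enzyme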
Target sequence (P78417 whole entry, looked up): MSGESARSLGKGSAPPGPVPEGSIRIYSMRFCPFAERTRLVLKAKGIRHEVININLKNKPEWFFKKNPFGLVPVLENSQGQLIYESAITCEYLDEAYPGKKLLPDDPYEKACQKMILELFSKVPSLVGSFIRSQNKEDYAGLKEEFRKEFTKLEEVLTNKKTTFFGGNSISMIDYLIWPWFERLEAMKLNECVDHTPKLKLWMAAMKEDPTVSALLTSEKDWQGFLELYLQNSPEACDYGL
pPAFAH inh: pPAFAH (human) enzyme inhibition; Q13093; recombinant pPAFAH, FP-rhodamine probe fluorescence polarization; inhibition, % at 3.39 µM; 330,000 compounds, 1.5% hits; AID 463082;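 active means inhibition above the mean inhibition across the screen plus 3 SD, cut at about 25% in these data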;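 further: inhibitors block binding of the rhodamine activity-based probe so polarization drops; 0% = enzyme with DMSO and 100% = wells lacking pPAFAH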
LYPLA1 inh: blocks human lysophospholipase 1, a PME1 counter-screen | O75608 | recombinant LYPLA1, FP-Rh probe fluorescence polarization | inhibition, % at 5.9 µM | 320,000 compounds, 0.16% hits | AID 2174;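 active means inhibition above the mean of all tested compounds plus 3 SD, set per campaign, cut at about 14% in these data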;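 further: inhibitors block serine hydrolase probe labeling of LYPLA1 so polarization falls; 0% = enzyme with DMSO and 100% = wells lacking LYPLA1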
PAFAH2 FP inh: inhibitors of human PAFAH2 | Q99487 | recombinant PAFAH2, FP-rhodamine activity probe, fluorescence polarization | inhibition, % at 3.39 µM | 340,000 compounds, 0.99% hits | AID 492956;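 active means inhibition above the mean over all tested compounds plus 3 SD, cut at about 30% in these data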;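 further: inhibitors block probe labeling of enzyme so polarization drops; 0% = enzyme with DMSO and 100% = wells lacking PAFAH2 protein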
LYPLA2 inh: LYPLA2 (human) inhibition in PME1 counter-screen; recombinant LYPLA2, FP-Rh probe fluorescence polarization; inhibition, % at 5.9 µM; 320,000 compounds, 0.38% hits;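 active means inhibition above the screen-wide mean plus 3 SD, limit set per campaign, cut at about 26% in these data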;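 further: 0% = LYPLA2 with DMSO and 100% = wells lacking LYPLA2 enzyme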
Target sequence (O95372 whole entry, looked up): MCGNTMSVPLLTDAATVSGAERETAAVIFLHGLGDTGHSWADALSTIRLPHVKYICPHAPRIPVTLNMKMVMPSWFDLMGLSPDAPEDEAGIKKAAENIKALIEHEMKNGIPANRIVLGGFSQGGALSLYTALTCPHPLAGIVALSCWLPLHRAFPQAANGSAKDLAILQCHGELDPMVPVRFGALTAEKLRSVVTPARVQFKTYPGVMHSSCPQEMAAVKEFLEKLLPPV
PAD4 inh: blocks human protein arginine deiminase 4; Q9UM07; 330,000 compounds, 0.41% hits; inhibition, % at 6.36 µM; recombinant PAD4, RCA probe fluorescence polarization;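 active means percent inhibition above a cutoff equal to the mean of all tested compounds plus 3 SD, cut at about 15% in these data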;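 further: 0% = PAD4 with RCA probe and DMSO and 100% = probe without PAD4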
An asterisk follows results filed as active; / = not tested or not shown. The list is partial; the hit share may differ from the screen's.

Fields: PAFAH1B2 FP inh | PAFAH2 FP inh | LYPLA2 inh | GSTO1 counter | PME-1 primary | PAFAH1B3 inh | pPAFAH inh | LYPLA1 inh | PAD4 inh
- COc1ccc(S(=O)(=O)Nc2ccc3c(c2)N(C(C)=O)CCC3)cc1
  8 | -1 | 6 | 9 | 10 | 5 | 4 | 3 | 0
- O=S(=O)(O)c1cc(O)c2c(O)c(N=Nc3cc(Cl)ccc3O)c(S(=O)(=O)O)cc2c1
  34* | 49* | -36 | 62* | 6 | 35* | 33* | -16 | 4
- O=C(COC(=O)c1ccc(Cl)nc1)NCc1cccs1
  1 | 6 | -2 | 0 | -4 | 7 | 6 | -4 | 0
- Cc1sc2nc(CSc3nc4ccccc4s3)[nH]c(=O)c2c1C
  / | / | -19 | -9 | -14 | / | 3 | -10 | -10
- Oc1c(C=Nc2ccc(Cl)cn2)sc2ccccc12
  -3 | 10 | -2 | -4 | -2 | 5 | 0 | 0 | 1
- N=c1n(CCN2CCOCC2)c2ccccc2n1Cc1ccccc1Br
  4 | 1 | 5 | 10 | 2 | -2 | -4 | 0 | -1
- O=C(NN1C(=O)c2ccccc2C1=O)c1ccncc1
  0 | 3 | -1 | 5 | 1 | 4 | 1 | -3 | -5
- O=c1[nH]c2cc3c(cc2cc1CN(CC1CCCO1)S(=O)(=O)c1ccccc1)OCCO3 (stereo not given)
  3 | -1 | 1 | 4 | -7 | 8 | 2 | -6 | -1
- COc1cccc(CNC(=O)c2nnn(CC(=O)Nc3cc(C)ccc3C)c2N)c1
  3 | -3 | -7 | -2 | -4 | 3 | 1 | -3 | -3
- COc1ccc2nc3sc(C(=O)NCc4cccs4)c(N)c3cc2c1
  / | / | -2 | 5 | 3 | / | 9 | -2 | -4
- COCCn1cnc2c1c(=O)n(CC(=O)c1ccc3c(c1)OCCO3)c(=O)n2Cc1ccccc1
  -1 | 4 | 1 | -4 | 4 | -1 | -3 | -2 | 1
- CSc1c(-c2ccccn2)c(N)nn1C(=O)C1CCC1
  -1 | 7 | 8 | 7 | 7 | 0 | -1 | 1 | -5
- CCOCCCNS(=O)(=O)c1ccc(NC(=O)C2CC(=O)N(c3ccc(C)cc3)C2)cc1 (stereo not given)
  3 | -1 | -2 | 0 | -9 | 6 | 2 | -2 | 0
- COc1cc(NC(=S)NCCC(c2ccccc2)c2ccccc2)cc(OC)c1
  -6 | -19 | -41 | -4 | -26 | -5 | -7 | -23 | -3
- O=C(Nc1ccc(N2CCOCC2)cc1)C1CCCCC1
  7 | 8 | -4 | 2 | -6 | 4 | -1 | 2 | -6
- CCn1c(N)c(C(=O)NCCCOC)sc1=S
  0 | -2 | 1 | 2 | -5 | 4 | 0 | -1 | -1
- CC1(C)C(C#N)=C(N)OC2=C1C(=O)CCC2
  0 | -2 | 2 | 4 | -4 | -12 | 3 | -2 | 2
- CC(C)NC[C@H](O)COc1ccc(CC(N)=O)cc1
  -4 | 7 | 2 | 9 | 1 | 7 | 3 | -3 | 1
- COc1ccc(OC)c(NC(=O)CN2C(=O)C(=O)N(Cc3ccccc3)C2=O)c1
  2 | 8 | 5 | / | -3 | 10 | -1 | -2 | 4
- O=S(=O)(c1ccc2ccccc2c1)N1CCN(S(=O)(=O)N2CCOCC2)CC1
  4 | 0 | -2 | -8 | 0 | -4 | 0 | -1 | 0
- CC(C)(C)c1ccc(/C=N/N2CCN(c3ccccn3)CC2)cc1
  / | / | 3 | 17 | 2 | / | -1 | 2 | 3
- O=C1CCc2cc(S(=O)(=O)NC(Cc3ccccc3)C(=O)NC3CCCCC3)ccc2N1 (stereo not given)
  6 | 2 | -1 | -3 | 0 | 3 | -8 | -1 | -4
- CC(=O)Nc1ccc(C(=O)/C=C/c2ccco2)cc1
  1 | 3 | -6 | 9 | -5 | 4 | 0 | -9 | -8
- O=C(O)c1cc2nc(-c3ccccc3)cc(C(F)(F)F)n2n1
  1 | 3 | 5 | 7 | -7 | 2 | 6 | 0 | -2
- OC(COC(c1ccc(Cl)cc1)c1ccc(Cl)cc1)CN1CCc2ccccc2C1 (stereo not given)
  -1 | -2 | -1 | -1 | -5 | 0 | -2 | -1 | -7
- COCCN1C2=C(C(=O)CC(C)(C)C2)C(c2ccc(O)c(OC)c2)C2=C1CC(C)(C)CC2=O
  3 | -2 | -6 | 1 | 2 | 11 | 8 | 1 | -1
- COc1ccc(N(C(C)C(=O)N/N=C/c2ccc(OC)c(OC)c2)S(C)(=O)=O)cc1 (stereo not given)
  0 | 5 | 5 | -2 | 9 | 0 | 0 | 3 | 1
- O=C(Cn1cnc2ccccc2c1=O)NCC1COc2ccccc2O1 (stereo not given)
  4 | 6 | -1 | -7 | 2 | 2 | 3 | -5 | -1
- O=S(=O)(NCCN1CCCC1)c1ccc(Br)cc1
  8 | 3 | 0 | 8 | -2 | 1 | 2 | 1 | 1
- Cc1ccc2[nH]c3c(c2c1)CCCC3NC(=O)CCl (stereo not given)
  3 | 8 | 1 | 93* | 2 | 2 | 9 | 0 | -5
- c1ccc(-c2noc(CN3CCOCC3)n2)cc1
  6 | 4 | -4 | 2 | 6 | 11 | -1 | -1 | -2
- COc1cccc(OCc2cc(C(=O)NC(C)c3cnn(C)c3C)no2)c1 (stereo not given)
  4 | 2 | 5 | -4 | 11 | 6 | 0 | 1 | -3
- Nc1ccccc1N1C(=O)c2cccc3cccc(c23)C1=O
  / | / | 6 | 4 | -2 | / | -2 | 1 | 1
- CCOC(=O)c1cc(-c2ccc(C)cc2)n(CCC(=O)NCCCOC)c1C
  2 | -14 | -4 | 1 | 0 | 8 | 7 | -2 | -3
- CC(=O)c1ccc(Sc2ccc(C(C)=O)cc2)cc1
  0 | 3 | 11 | 0 | -1 | 2 | 9 | 4 | -3
- COCCC(=O)N1CCCC(C(=O)c2ccc3c4c(cccc24)CC3)C1 (stereo not given)
  -4 | -3 | 3 | 14 | -1 | 3 | 5 | -1 | -2
- CCN(Cc1ccc(NC(C)=O)cc1)CC1CCCN(CCc2cccc(OC)c2)C1 (stereo not given)
  1 | 13 | 2 | 7 | -1 | 0 | 1 | -1 | 0
- Cc1cc(Br)ccc1NC(=O)CN(C)C(=O)CN1C(=O)NC2(CCCC2)C1=O
  2 | -4 | 10 | 7 | -4 | 7 | -2 | 0 | 2
- COc1ccc(/C=N/N=C/c2ccc(OC)c(OC)c2)cc1OC
  -3 | 8 | -2 | 5 | -4 | 11 | -3 | -1 | 1
- Cc1ccc2nc3sc(C(=O)N4CCCc5ccccc54)c(N)c3cc2c1
  3 | 4 | 1 | 1 | 22 | 1 | 12 | 0 | -6
- COc1cc(C2CC(=O)N3CN(c4ccccc4C)CSC3=C2C#N)cc(OC)c1OC (stereo not given)
  / | / | -6 | 0 | 5 | / | 14 | -2 | -1
- O=C(O)c1ccc(N/N=C/c2ccc3c(c2)OCO3)cc1
  / | / | -2 | -5 | -4 | / | 2 | -1 | -3
- COc1ccc(S(=O)(=O)CCc2nnc(NC(C)=O)s2)cc1
  1 | -16 | 6 | 2 | 1 | -8 | -3 | 1 | -3
- C/C(=N/NC(=O)c1ccc2c(c1)OCO2)c1cccc(NC(=O)C(C)(C)C)c1
  5 | 6 | 2 | 6 | 1 | -1 | -1 | 3 | 2
- O=C(NS(=O)(=O)c1ccc2c(c1)OCCO2)c1ccccc1
  -2 | 3 | 0 | 0 | 3 | 5 | -4 | -2 | -2
- CC(C)NC(=O)CC(=O)N/N=C\c1ccccc1C(=O)O
  7 | 7 | -1 | -1 | 4 | 3 | 3 | -3 | 7
- NC(N)=N/N=C/c1cccc(Cl)c1Cl
  3 | 6 | -3 | 5 | -6 | 9 | 0 | 3 | -2
- CCCCC(=O)OCC(=O)N1N=C(c2c[nH]c3ccccc23)C(O)C1c1ccc(OC)cc1 (stereo not given)
  7 | -1 | -4 | -9 | 3 | 11 | 12 | -8 | 1
- Cc1cccc(NC(=O)Nc2ccc3c(c2)OCO3)n1
  3 | 2 | 1 | -1 | 9 | 0 | 16 | 7 | -8
- COC(=O)[C@@]12CCCCN1[C@H](c1ccc(-c3ccccc3)cc1)[C@H]1C(=O)N(C)C(=O)[C@H]12
  4 | 2 | -3 | 1 | 0 | 9 | 0 | -1 | 0
- COc1ccc(CN2CCCC(C(=O)N3CCCCC3)C2)cc1OC (stereo not given)
  8 | -1 | 1 | -10 | -2 | 8 | 5 | 2 | -2
- CCN(CC)C(=O)C1CCCN(Cc2cccc(F)c2)C1 (stereo not given)
  4 | 0 | -3 | 1 | 5 | -1 | 5 | -3 | -2
- Cc1nc2nc3c(c(=O)n2[nH]1)CCC3
  1 | 2 | 4 | -3 | 3 | 0 | -3 | 2 | -2
- CS(=O)(=O)c1ccc(NS(=O)(=O)c2ccc(Cl)c(C(=O)NC3=NCCS3)c2)cc1
  2 | 4 | / | / | / | 3 | 1 | / | 0
- CSCC[C@H](NC(=O)Nc1ccccc1C)C(=O)O
  2 | 6 | 3 | -2 | 4 | 5 | 3 | 12 | 2
- CC1CC(C)CN(C(=O)c2cc3c(s2)CCC3)C1 (stereo not given)
  -1 | 2 | 9 | 3 | -3 | -1 | 14 | 5 | -4
- Nc1nc(SCC(=O)Nc2cc(C(F)(F)F)ccc2N2CCOCC2)n[nH]1
  0 | 3 | -5 | 14 | 5 | 1 | 1 | 0 | -3
- CN(CC(=O)Nc1nc2ccc(F)cc2s1)S(=O)(=O)c1ccc(Cl)cc1
  6 | -2 | -4 | -5 | -6 | 2 | 9 | -7 | -8
- O=C(c1ccc([N+](=O)[O-])cc1)n1nc(-c2ccccc2)nc1NCc1ccccc1
  9 | -3 | 3 | 6 | 2 | 6 | 3 | -1 | -2
- Cc1ccc(-c2csc3nc[nH]c(=O)c23)cc1
  4 | 6 | -3 | 1 | 3 | 4 | 4 | -1 | -7

(list continues)
Fields: PAFAH1B2 FP inh | PAFAH2 FP inh | LYPLA2 inh | GSTO1 counter | PME-1 primary | PAFAH1B3 inh | pPAFAH inh | LYPLA1 inh | PAD4 inh
- CCOC(=O)c1[nH]c(C)c(C(=O)NCc2cccnc2)c1C
  2 | -6 | -6 | 3 | -4 | 7 | 3 | 2 | -5
- CN(C)CCN1C(=O)C(O)=C(C(=O)c2ccco2)C1c1ccccc1F (stereo not given)
  5 | -3 | 0 | 16 | 1 | 6 | 4 | -2 | 3
- COc1ccc(NS(=O)(=O)c2ccc(N3CCCC3=O)cc2)cn1
  2 | 1 | 3 | 2 | -3 | -3 | 0 | -2 | 0
- CCCN1Cc2cccc(C(=O)NCc3ccc4c(c3)OCO4)c2C1=O
  0 | 4 | -1 | -2 | -13 | -1 | -4 | 1 | -4
- O=C(Cn1cc([N+](=O)[O-])cn1)NC1CCCCCC1
  4 | 6 | 17 | 5 | 5 | -7 | -3 | 3 | -3
- Cn1c(=O)n(CCCOc2ccc(Br)cc2)c2ccccc21
  5 | 4 | -1 | -6 | -8 | -8 | 32* | -3 | -4
- CCOc1ccc(C2=NNC(c3cccnc3)=Nc3ccc(OC)cc32)cc1
  2 | -1 | -3 | -3 | 5 | 0 | 1 | 1 | -4
- COc1ccccc1OCCCC(=O)NC(C)c1ccccc1 (stereo not given)
  7 | 4 | -4 | 3 | -8 | 4 | 1 | -4 | 0
- Cn1nc(C(F)(F)F)c(-c2ccccc2)c1NC(=O)CCC(=O)O
  / | / | -5 | 5 | 2 | / | 5 | 1 | -3
- O=C1/C(=C/c2ccccc2)SC(=S)N1CC(=O)N1CCCCC1c1cccnc1 (stereo not given)
  2 | 13 | 2 | 7 | 0 | 0 | 8 | 0 | -16
